Screens deposited in PubChem by National Center for Advancing Translational Sciences (NCATS).
TSHR antag = blocks TSH signaling through the human TSH receptor; P16473; activity change, negative = inhibition, % at 11.5 µM; 0.2% of 330,000 active; AID 504810; TSHR-expressing cells, TSH-stimulated cAMP HTRF, 2 h; hits give low values;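 active means activity change below a set negative limit, meaning inhibition stronger than a set level, cut at about -70% in these data; inconclusive means activity change between two set negative limits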; further: on the % scale 0 is the no-effect control and ±100 the full control effect
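TSHR-expressing cells were treated with compounds, then stimulated with TSH at EC80 (4nM final) for 2 hours at 37 deg C. Cellular cAMP was measured by HTRF competition between lysate cAMP and cAMP-d2 for a cryptate-labelled anti-cAMP antibody.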
BCR signal inh = inhibitors of chronic active B-cell receptor signaling; ABC-DLBCL IkBa-CBG/CBR reporter, luminescence ratio, 4 h; Potency, µM (titrated, usually from 46.1 µM), for inactives: at the highest dose ratio change, negative = lower green/red ratio, most hits filed as inhibitors; 0.05% of 340,000 active; active means well fitted inhibition curve with a large enough effect in the signal ratio, with a control signal flat, not every such curve was filed as active; inconclusive means small, poorly fitted or top-dose-only effect, or effect the other way, or a change in a side signal; the % refers to the signal ratio;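 further: potency means the concentration at half of the fitted maximal effect; plate controls were basal doxycycline-induced cells for no effect and cells given 10 µM MG132 for full effect; MG132 reads +100%, hits lower the ratio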
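Doxycycline induced both beetle luciferases in TMD8 lymphoma cells; IKK-driven degradation limits the IkappaBalpha-fused green signal, while red luminescence normalises for cell number and nonspecific effects. Compounds tested up to 46 uM, 4 hrs.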
ASM inhibitor = human S-ASM enzyme inhibition; AID 504937; P17405; Potency, µM (top dose mostly 57.5 µM), for the others: at the top dose activity change, negative = inhibition, most hits filed as inhibitors; 0.006% of 340,000 active; placental ASM, HMU-PC fluorogenic substrate, 60 min; further: potency means the concentration at half of the fitted maximal effect
Target sequence (P17405 47-631 limits assumed): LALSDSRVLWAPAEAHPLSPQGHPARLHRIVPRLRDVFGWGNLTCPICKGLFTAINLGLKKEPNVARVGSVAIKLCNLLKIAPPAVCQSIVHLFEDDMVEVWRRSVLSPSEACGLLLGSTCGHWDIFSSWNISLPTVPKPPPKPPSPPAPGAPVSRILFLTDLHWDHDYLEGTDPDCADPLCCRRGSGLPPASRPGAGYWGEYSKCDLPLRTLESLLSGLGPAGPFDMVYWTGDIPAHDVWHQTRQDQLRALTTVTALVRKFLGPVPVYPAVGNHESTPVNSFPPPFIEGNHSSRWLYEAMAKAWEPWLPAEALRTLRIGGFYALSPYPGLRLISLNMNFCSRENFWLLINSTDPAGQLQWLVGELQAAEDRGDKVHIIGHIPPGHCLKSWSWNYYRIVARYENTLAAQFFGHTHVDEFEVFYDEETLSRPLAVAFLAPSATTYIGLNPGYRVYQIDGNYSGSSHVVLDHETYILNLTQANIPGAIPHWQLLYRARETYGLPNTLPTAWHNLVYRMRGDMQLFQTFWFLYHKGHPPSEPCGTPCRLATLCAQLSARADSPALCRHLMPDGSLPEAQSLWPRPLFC
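Fluorescence read-out (Ex 386 nm, Em 447 nm) after stopping the reaction at pH 10. Enzyme: ASM from human placenta; substrate HMU-PC0, 9 uM final; 60 min, 37 °C. Compound preincubation 10 min, ambient temperature.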
ELG1 DNA repair = blocks ELG1-dependent DNA repair in HEK293T cells | HEK293T ELG1-luciferase reporter, luminescence, 16 h; DNA damage induced by 5-fluorouridine | Potency, µM (top dose mostly 46.1 µM), for the others: at the highest dose activity change, negative = inhibition, usual class: inhibitors | 2.3% of 330,000 active; further: potency means the concentration at half of the fitted maximal effect; on the % scale 0 is the no-effect control and ±100 the full control effect; nearly all actives have a fitted effect of over 55% in size
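Step one: seed 2,000 cells per well. Step two: pin-transfer compound or DMSO alongside 5-fluorouridine. Step three: incubate 16 hr, 37 °C, 5% CO2. Step four: add ONE-Glo, wait 30 min, read luminescence.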
TCR act = activators of T cell receptors; primary human leukocytes, anti-CD3, IL-2 HTRF, 48 h; Potency, µM (top dose mostly 9.22 µM), without a hit: at the highest dose activation of IL-2 secretion, actives largely listed as activators; 330,000 tested, under 10 active; AID 504894; further: % of control where 0% means no effect
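48 hr co-incubation of compounds, a-CD3 beads and primary human leukocytes; IL-2 quantified homogeneously by HTRF with anti-IL-2 K and d2 conjugates.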
Eya2 phos inh = inhibitors of human Eya2 phosphatase activity; Potency, µM (doses to about 76.9 µM), for inactives: at the top dose activity, negative = inhibition, usual class: inhibitors; 0.006% of 330,000 active; recombinant Eya2, OMFP fluorescence dephosphorylation (OMFP is methylfluorescein phosphate); further: potency means the concentration at half of the fitted maximal effect; on the % scale 0 is the no-effect control and ±100 the full control effect
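Eya2 (0.2 uM) preincubated 10 min at ambient with compound, then OMFP substrate added at 50 uM; 10 min reaction in 50 mM HEPES pH 7.5, 50 mM NaCl, 5 uM MgCl2, 0.05% BSA, 1 mM DTT. Fluorescence read at Ex 485/Em 525 nm.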
A-T KAP1 phos = potential ataxia-telangiectasia treatments restoring KAP-1 phosphorylation; 0.19% of 320,000 active; AID 485349; Potency, µM (highest dose often 57.5 µM), for the others: at the highest dose activation, most hits filed as activators; […] A-T fibroblasts, KAP-1 phosphorylation AlphaLISA; neocarzinostatin DNA damage 30 min before lysis; further: potency means the concentration at half of the fitted maximal effect; % of control where 0% means no effect; nearly all actives have a fitted effect of over 45% in size
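hTERT-immortalized A-T patient fibroblasts ([…]), 500 cells/well in OPTI-MEM, 1% FBS, got compounds for 60 min, then NCS for 30 min at 37C. Lysates were then assayed for phospho-KAP-1 by AlphaLISA (anti-pKAP1 donor, anti-KAP1 acceptor beads), 6 hr at 25C.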
Mito fusion yeast = blocks mitochondrial division or promotes mitochondrial fusion; S. cerevisiae fusion-defective mutant growth rescue, CellTiterGlo 48 h; Potency, µM (doses to about 46.1 µM), without a hit: at the top dose growth rescue (activation), hits mostly activators; 0.23% of 320,000 active;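 further: potency means the concentration at half of the fitted maximal effect; % of control where 0% means no effect; nearly all actives have a fitted effect of over 45% in size; temperature-sensitive fusion mutants such as fzo1-1 at 37 °C on non-fermentable ethanol glycerol medium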
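Yeast fusion mutant, YPEG (non-fermentable carbon), compound, 48 h at 37C non-permissive; CellTiterGlo added, 10 min RT, luminescence read. Rescued growth = division inhibition.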
Integrin act MD = activates integrin-mediated alleviation for muscular dystrophy; Potency, µM (series often up to 38.3 µM), inactives show top-dose activation, hits mostly activators; alpha7betagal myoblasts, beta-gal FDG fluorescence, 48 h; 0.064% of 350,000 active;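 further: potency means the concentration at half of the fitted maximal effect; 100% = response of the positive control SU9516; nearly all actives have a fitted effect of over 60% in size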
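Alpha7betagal+/- myoblasts (passage 13) were plated 16-24 hr, then exposed to compounds (1:260 dilution of DMSO stock) for 48 hours at 37C. After MPER lysis, β-galactosidase reporter activity was read as FDG fluorescence (ex 480/em 540) after 30 minutes.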
Tb PFK inh = T. brucei PFK enzyme inhibition | Potency, µM (series often up to 57.5 µM), without a hit: top-dose activity, negative = inhibition, usual class: inhibitors | 0.17% of 330,000 active | O15648 | T. brucei PFK, ADP-Glo luminescence;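 further: potency means the concentration at half of the fitted maximal effect; 0% = uninhibited 1x PFK enzyme wells and -100% = no-enzyme wells; nearly all actives have a fitted effect of over 60% in size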
Target sequence (O15648 whole entry, looked up): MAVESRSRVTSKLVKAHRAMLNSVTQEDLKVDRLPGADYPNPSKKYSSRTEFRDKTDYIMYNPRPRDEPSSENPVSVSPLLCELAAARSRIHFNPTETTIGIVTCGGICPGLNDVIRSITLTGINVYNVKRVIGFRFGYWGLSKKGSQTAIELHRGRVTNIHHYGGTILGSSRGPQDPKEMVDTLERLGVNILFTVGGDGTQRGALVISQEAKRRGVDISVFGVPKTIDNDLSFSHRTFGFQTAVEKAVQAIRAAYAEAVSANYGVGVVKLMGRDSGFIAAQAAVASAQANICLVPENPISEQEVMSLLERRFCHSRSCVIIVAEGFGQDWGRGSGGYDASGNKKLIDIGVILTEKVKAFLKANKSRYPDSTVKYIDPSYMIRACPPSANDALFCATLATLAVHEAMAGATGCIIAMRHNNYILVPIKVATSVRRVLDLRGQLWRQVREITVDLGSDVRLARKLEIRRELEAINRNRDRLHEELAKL
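Luminescent ADP detection (ADP-Glo, two-step: ATP depletion then ADP-to-ATP conversion for luciferase) reported PFK activity after 45 min room-temperature reaction of 1.25 nM enzyme with 0.5 mM F6P and 0.1 mM ATP at pH 8.0.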
PTAP TSG101 blk = blocks PTAP/TSG101 interaction to inhibit HIV-1 budding; 340,000 tested, under 10 active; Fluorescence polarization, FITC-PTAP peptide / Tsg101 binding; Potency, µM (series often up to 115 µM), inactives show at the highest dose activity change, negative = inhibition, most hits filed as inhibitors; active means well fitted inhibition curve with a large enough effect in the main read-out, with a control signal flat, not every such curve was filed as active; inconclusive means small, poorly fitted or top-dose-only effect, or effect the other way, or a change in a side signal; inactive means no such curve, though single readings can be large or run the other way; further: potency means the concentration at half of the fitted maximal effect; % of control where 0% means no effect
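FP read-out: FITC-PTAP peptide, 50 nM final, binding Tsg101 binding domain, 10 uM final; 20 min, r.t.; 10 mM HEPES pH 7.5, 0.15 M NaCl, 0.01% Tween 20, 3 mM EDTA, 0.1 mM TCEP.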
Starred values were filed as active, the others as inactive; ? = inconclusive; . = no result given; [ ] = remark or other dose. Unless noted, the call rests on the fitted dose curve; in most records, active means well fitted curve in the direction sought with a large enough effect; inconclusive means small, poorly fitted or top-dose-only effect, or another doubt; inactive means no such curve, though single readings can be large; an effect the other way counts as inactive or inconclusive.

SMILES | TSHR antag | BCR signal inh | ASM inhibitor | ELG1 DNA repair | TCR act | Eya2 phos inh | A-T KAP1 phos | Mito fusion yeast | Integrin act MD | Tb PFK inh | PTAP TSG101 blk
O=C(COC(=O)c1cccnc1Cl)Nc1ccc2c(c1)OCCO2 | -1 | 0% | 3% | -7% | 2% | 4% | 0% | -3% | -3% | 0% | -3%
Cc1cc(Cl)ccc1OCC(=O)OCC(=O)N1CCC(C(N)=O)CC1 | -4 | 0% | -1% | 1% | -7% | 10% | -1% | 0% | 4% | -2% | -6%
COC(=O)c1cc2c(=O)n3cccc(C)c3nc2n(Cc2cccnc2)c1=N | 0 | 14% | . | 11% | . | 2% | -3% | 2% | . | -1% | .
O=C(CC(C(=O)O)C1CCCO1)NCc1ccccc1 (centres undefined) | 2 | ? | 2% | 10% | -3% | -20% | 0% | 3% | -13% | 17% | 0%
Cc1cc(-c2nnc3n2N=C(c2ccc(F)cc2)CS3)n[nH]1 | 1 | ? | -2% | ? | -11% | -9% | 2% | -3% | 13% | 0% | -3%
O=C(NCc1ccccc1C(F)(F)F)C1CCC(=O)N(C2CC2)C1 (centres undefined) | 15 | 0% | 1% | 27% | 6% | 1% | 5% | 3% | -14% | 1% | 0%
CCOC(=O)N1CCN(C(=O)c2ccc(S(=O)(=O)c3ccc(C)cc3)c(NC(C)=O)c2)CC1 | 7 | -14% | -4% | -2% | 5% | 10% | 1% | -2% | 2% | -1% | -6%
Cc1nn(-c2ccccc2)c(C)c1/C=N/NC(=O)CSc1nnc(SCc2ccccc2Cl)s1 | -28 | 3% | -13% | . | 1%[46.1 µM] | -11% | . | 0% | 9% | 1% | -3%
COc1ccccc1NC(=S)NC(=O)C1CC1 | -10 | ? | 1% | -8% | -6%[46.1 µM] | 4% | 9% | -5% | 10% | 11% | 0%
CCOC(=O)N1CCN(c2c(N3CCc4ccccc4C3)c(=O)c2=O)CC1 | -5 | -6% | 11% | 5% | -8% | 5% | -6% | -4% | 0% | -5% | 1%
O=C(c1c(F)cccc1F)N(Cc1cccs1)C1CCCC1 | -18 | 2% | -4% | ? | -2% | -4% | 7% | 11% | -3% | -2% | -5%
O=C(Cn1c(NCCCCl)nc2ccccc21)c1ccccc1 | 15 | 3% | 4% | 4% | 1% | 3% | -1% | -20% | 3% | 3% | -2%
CCOc1ccc(C(=O)COC(=O)CN2C(=O)NC3(CCCCC3C)C2=O)cc1 (centres undefined) | -5 | 2% | -2% | 13% | -3% | 2% | 11% | -6% | 11% | -1% | -12%
O=C(CCC(=O)Nc1ccc(Br)cc1)N/N=C/c1ccc(F)cc1 | -5 | ? | -5% | 1% | -3% | -6% | -3% | -13% | -19% | 0% | -8%
COc1ccc(CN2CCN(Cc3ccccc3F)CC2)c(OC)c1 | 3 | 6% | -1% | -4% | -1% | 7% | 0% | 3% | -52%[inhibitor] | 4% | -5%
O=c1ccc(-c2ccccc2)nn1Cc1ccc(F)cc1Cl | -10 | -2% | -9% | -5% | 6% | -10% | 7% | ? | 10% | 0% | 0%
Cc1ccc(OC(=O)c2ccccc2P(=O)(O)O)cc1 | 6 | -16% | 1% | 5% | -13% | 6% | . | -1% | 23% | -1% | 0%
Cc1c(C(=O)NC2CCCCC2C)oc2ccccc12 (centres undefined) | -20 | ? | -1% | ? | 7% | 2% | 0% | 0% | -13% | -20% | 0%
O=C(O)c1ccc(/C=N/NC(=S)NC2CCCCC2)cc1 | -14 | ? | 0% | ? | -9% | 5% | 4% | 5% | 25% | 4% | -6%
COc1ccc(N2CCN(C(C)C(=O)N(C)Cc3ccccc3)CC2)cc1 (centres undefined) | -13 | -6% | -2% | -13% | 1% | 2% | -14% | 4% | 0% | 1% | -6%
Cc1cc(C)c(C)c(S(=O)(=O)N2CCN(C(=O)CCc3nc4ccccc4c(=O)[nH]3)CC2)c1C | 0 | 0% | -14% | ? | 0% | 8% | 11% | -1% | -17% | -1% | -7%
COc1ccc(C(=O)NCc2nnc(SCC(=O)N3CCc4ccccc43)n2CCc2ccccc2)cc1 | 3 | -10% | -13% | 15µM* | 2%[46.1 µM] | 0% | 2% | -4% | -1% | -8% | -1%
COc1ccc(C2=NN(C(=O)CSc3nnc(C)c(=O)n3N)C(c3ccco3)C2)cc1 (centres undefined) | -4 | ? | -11% | ? | -1% | -3% | -2% | -13% | 8% | -3% | -2%
COc1ccc(C(=O)NNC(=O)c2ccncc2)cc1 | 23 | ? | 1% | 26% | 4%[46.1 µM] | -8% | 1% | -2% | -2% | 0% | -2%
O=C(Cn1nnc2ccccc2c1=O)NCCc1ccc(F)cc1 | 11 | ? | . | 4% | 2%[46.1 µM] | 5% | . | 4% | . | 2% | .
COC(=O)c1cc(OC)c(OC)cc1NC(=O)c1ccc(C)o1 | 16 | ? | -13% | 23µM* | -1% | -24% | 6% | 4% | 3% | -2% | -7%
CCOc1ccc(/C=N/Nc2cc(=O)n(C)c(=O)n2C)cc1 | 5 | 1% | -4% | 5% | 0%[46.1 µM] | 6% | -4% | -4% | -7% | -2% | -3%
CCCNC(=O)c1cccc(Br)c1 | 24 | ? | 1% | 0% | 2% | -6% | -6% | -7% | -7% | 1% | -3%
Cc1csc2nc(CNC(=O)C3CC=CCC3C(=O)O)cn12 (centres undefined) | 0 | ? | 1% | 25% | -2% | 14% | 13% | 0% | 16% | -1% | -4%
COc1cccc(C(=O)NCCS(=O)(=O)N2CCc3ccccc3C2)c1 | 0 | -3% | 0% | 0% | -1% | -29% | 10% | -5% | 4% | -5% | 0%
CN(CCNC(=O)c1ccc(CS(=O)(=O)c2c(Cl)cccc2Cl)o1)CCc1ccccc1 | 2 | -1% | -1% | ? | -4% | ? | 5% | 13% | -44% | 2% | -6%
COc1ccc(N2CCN(S(=O)(=O)c3cccc(C(F)(F)F)c3)CC2)cc1 | -2 | -1% | 0% | -17% | -2% | -4% | 6% | -2% | -5% | 9% | -5%
Cc1ccc(NCc2ccccc2O)cc1 | -3 | -10% | -1% | ? | -1% | 9% | -2% | 0% | -9% | -2% | -6%
CC(NC(=O)c1ccccc1Br)c1nnc(SCC(=O)NC2CCCCC2)n1C (centres undefined) | 0 | -8% | -1% | 14% | -1% | 2% | -1% | -1% | -25% | -2% | 4%
Cc1c(NS(=O)(=O)c2cccc([N+](=O)[O-])c2)c(=O)n(-c2ccccc2)n1C | -2 | ? | 3% | -16% | 5% | -30% | -10% | 8% | -44%[inhibitor] | -2% | 1%
COc1ccc(NC(=O)NCCCCc2ccccc2)c(OC)c1 | 10 | 4% | 0% | -13% | 4% | -10% | 7% | 1% | ? | 4% | 1%
COc1ccc2oc(C(=O)OCC(=O)NC3(C#N)CCCC3)c(C)c2c1 | -12 | 15% | . | 1% | 0% | 27% | 3% | 1% | 6% | -4% | -1%
CC1CCN(C(=O)c2ccc(CSc3ccc(Cl)cc3)cc2)CC1 | -22 | 2% | -10% | 15% | 1%[46.1 µM] | -19% | 20% | 19% | 3% | -2% | 0%
CC1CC(C)CN(C(=O)COC(=O)CCCN2C(=O)c3cccc4cccc(c34)C2=O)C1 (centres undefined) | -14 | ? | -3% | -13% | 2% | 8% | 9% | 1% | -14% | 1% | -3%
O=C(NCC(c1ccc(F)cc1)N1CCOCC1)c1cccc(Br)c1 (centres undefined) | 0 | 8% | 4% | 2% | 3% | -1% | -3% | 4% | -14% | 9% | 3%
O=C(c1cccc(-c2nnc(-c3ccccc3)o2)c1)N1CCCCC1 | -7 | ? | -1% | ? | -4% | -3% | 6% | 3% | -10% | 2% | -1%
O=C(c1ccc(C(F)(F)F)cc1)N1CCN(c2ccc(N3CCOCC3)nn2)CC1 | 0 | 6% | 110%[activator] | -3% | -1% | 12% | -2% | 0% | -3% | 0% | -6%
Cc1ccc(S(=O)(=O)N(C)C)cc1NC(=O)COC(=O)/C(=C/c1ccc(F)cc1)c1cccs1 | -46 | ? | -6% | ? | 3%[46.1 µM] | -4% | 4% | 13% | 5% | -28% | 5%
COc1ccc(/C=C(\C#N)C(=O)OCC(=O)Nc2ccc(-c3nc4ccc(C)cc4s3)cc2)cc1 | -23 | 12% | -7% | ? | 2% | 1% | -2% | 8% | 13% | 0% | 2%
